M. tuberculosis – growth inhibition of non-replicating M. tuberculosis (AID 488890); Mycobacterium tuberculosis non-replicating, growth inhibition; higher % means a stronger effect; one-dose inhibition, % at 25 µM; IC50 in µM for titrated hits; hit rate 0.39% among 320,000; in the data active = a potency from the dose series; inconclusive = inhibition mostly from about 82% at the one dose, without a potency; inactive = the rest, 99 in 100 with inhibition below about 76%;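 also: plate controls were DMSO cells for no effect and high antibiotic wells for full effect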
PhoP GFP inhibition – PhoP regulon inhibitors, Salmonella typhi PhoP promoter GFP reporter, confirmatory (AID 1850); Salmonella Typhi PhoP-promoter GFP reporter, fluorescence, 4 h; higher % means a stronger effect; one-dose inhibition, % at 50 µM; IC50 in µM for titrated hits; hit rate 0.33% among 310,000; in the data active = a potency from the dose series; inconclusive = inhibition mostly from about 25% at the one dose, without a potency; inactive = the rest, 99 in 100 with inhibition below about 19%;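 also: 0% = induced wells with vehicle and 100% = uninduced wells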
M. tuberculosis HTS – M. tuberculosis growth inhibition, HTS (AID 449762); M. tuberculosis H37Rv growth inhibition, 7H9 media; higher % means a stronger effect; inhibition, % at 25 µM, or IC50 in µM where a hit was titrated; hit rate 0.59% among 330,000; in the data active = a potency from the dose series; inconclusive = inhibition above about 70% without an active follow-up result;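 also: bacterial growth assessed after seven days of incubation; strong numbers were not always called active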
VEEV TC-83 Vero – inhibitors of VEEV TC-83 cytopathic effect, confirmation, Vero cells (AID 588727). hit rate 0.13% among 350,000. Vero cells, VEEV TC-83 cytopathic effect inhibition; higher % means a stronger effect. one-dose inhibition, % at 20 µM; IC50 in µM for titrated hits; in the data active = a potency from the dose series; inconclusive = inhibition mostly from about 14% at the one dose, without a potency; inactive = the rest, 99 in 100 with inhibition below about 12%; also: strong numbers were not always called active
H1N1 NS1A inhibition – H1N1 influenza NS1A inhibitors, functional cell based assay (AID 504329) | hit rate 0.3% among 340,000 | inhibition, % at 12.5 µM; hits with a dose series show IC50 in µM | NS1A functional cell-based assay, percent inhibition; higher % means a stronger effect; in the data active = a potency from the dose series; inconclusive = inhibition above about 27% without an active follow-up result; also: strong numbers were not always called active
VEEV TC-83 Vero 10K pilot screen – further read-out of VEEV TC-83 Vero, marked with its call; inhibition, %; measured here: 10K pilot screen inhibition
* marks the source's active call; other numbers are inactive results; i = inactive; ? = inconclusive; / = not tested or not shown.

SMILES	M. tuberculosis	PhoP GFP inhibition	M. tuberculosis HTS	VEEV TC-83 Vero	H1N1 NS1A inhibition	others
N/C(=N\OC(=O)CCCN1C(=O)c2ccccc2C1=O)c1ccc(Cl)cc1	-13%	-11%	-9%	0.4%	16%
Cc1ccc(C(O)(C(=O)NN(C(=O)c2ccccc2)c2ccccc2)c2ccc(C)cc2)cc1	3%	3%	-2%	0.9%	-4%
CCc1ccccc1-n1c(SCC(=O)NC)nnc1-c1ccco1	-17%	-9%	-4%	0.7%	-1%
Cn1nnc(NC(=S)NC(=O)c2cccc3ccccc23)n1	?	9%	6%	3.6%	3%
O=C(COc1ccccc1)N1CCN(C/C=C/c2ccccc2)CC1	31%	-2%	0%	1.4%	12%
Cc1ccc(OCC(=O)c2cc(C)n(-c3cc(C)on3)c2C)c([N+](=O)[O-])n1	/	/	/	9.5%	1%
COc1ccccc1-n1c(SCC(=O)Nc2ccc(Br)cc2)nc(O)cc1=O	32%	2%	4%	0.2%	-24%
COc1ccc(NC(=O)CSc2nc3ccccc3c(=O)n2CCCN2CCOCC2)c(OC)c1	30%	4%	-4%	0.2%	-4%
O=C(CN1C(=O)S/C(=C\C=C\c2ccccc2)C1=O)Nc1cccc(O)c1	28%	-5%	15%	2.0%	1%
N#CC(C#N)=C1C(=O)N(CCN2CCCCC2)c2ccccc21	24%	4%	-2%	5.3%	11%
Cc1cccn2c(CN[C@@H]3CCCC[C@H]3c3ccccc3)c(C(=O)N3CCOCC3)nc12	24%	10%	3%	3.9%	10%
CCCOc1ccc(C(C)=O)cc1Cc1c(O)[nH]c(=S)[nH]c1=O	-13%	-5%	-7%	i	-10%
O=C(CCC(=O)N1C[C@H]2C[C@@H](C1)c1cccc(=O)n1C2)NCc1cccc(C(F)(F)F)c1	-9%	14%	-6%	0.0%	-2%
O=C(CN1C(=O)C2CC=CCC2C1=O)N1CCN(S(=O)(=O)c2ccccc2)CC1 (stereo unspecified)	6%	/	1%	1.9%	-7%
COc1ccc(S(=O)(=O)N(C)c2ccc(C(=O)N3CCCC3)cc2)cc1	-5%	-6%	-4%	1.5%	4%
CCc1nnc(NC(=O)CSCc2cc(=O)n3nc(C)sc3n2)s1	2%	7%	0%	0.9%	-3%
CC(C)NC[C@H](O)c1ccc(O)c(O)c1	0%	-11%	19%	0.9%	7%
Cc1ccccc1OCC(=O)N/N=C/c1cn(Cc2ccccc2)c2ccccc12	-12%	0%	-15%	1.3%	-7%
Cc1cc(NC(=O)c2ccc(Cl)cc2)n(CCOC(=O)c2ccc(Cl)cc2)n1	1%	-2%	6%	3.7%	-5%
CC1CCCCC1NC(=O)CN1c2cccc3cccc(c23)S1(=O)=O (stereo unspecified)	-21%	/	1%	0.7%	-4%

Overlap with the part before: 6 compounds, followed by the next part.
SMILES	M. tuberculosis	PhoP GFP inhibition	M. tuberculosis HTS	VEEV TC-83 Vero	H1N1 NS1A inhibition	others
COc1ccc(S(=O)(=O)N(C)c2ccc(C(=O)N3CCCC3)cc2)cc1	-5%	-6%	-4%	1.5%	4%
CCc1nnc(NC(=O)CSCc2cc(=O)n3nc(C)sc3n2)s1	2%	7%	0%	0.9%	-3%
CC(C)NC[C@H](O)c1ccc(O)c(O)c1	0%	-11%	19%	0.9%	7%
Cc1ccccc1OCC(=O)N/N=C/c1cn(Cc2ccccc2)c2ccccc12	-12%	0%	-15%	1.3%	-7%
Cc1cc(NC(=O)c2ccc(Cl)cc2)n(CCOC(=O)c2ccc(Cl)cc2)n1	1%	-2%	6%	3.7%	-5%
CC1CCCCC1NC(=O)CN1c2cccc3cccc(c23)S1(=O)=O (stereo unspecified)	-21%	/	1%	0.7%	-4%
COc1ccc(OCC(=O)OCC(=O)NC2CC2)cc1	4%	/	-6%	i	-1%
O=C(CCN1C(=O)/C(=C/c2ccccc2Cl)SC1=S)N1CCCC1	7µM*	-38%	9.8µM*	10%	5%
COC(=O)[C@]1(C)N[C@H](CN(C)C(=O)c2ccc(F)cc2)[C@@H]2C(=O)N(Cc3ccccc3)C(=O)[C@@H]21	-7%	/	-5%	i	-10%
OC1CCCC1	-8%	/	-2%	0.2%	-69%
COc1ccccc1C=NN=Cc1ccccc1OC	/	/	/	2.1%	6%
Cc1cc(C)cc(C(=O)NC(CC(N)=O)c2ccc(NC3CCCCCCC3)c([N+](=O)[O-])c2)c1 (stereo unspecified)	6%	11%	-5%	i	9%	VEEV TC-83 Vero 10K pilot screen=1.4
O=S(=O)(N/N=C/c1ccc(F)cc1)c1ccccc1	-10%	0%	0%	0.1%	-1%
CCc1ccccc1OCC(=O)Nc1ccc2c(c1)OCCO2	31%	1%	10%	0.7%	2%
O=C(CSc1nnnn1C1CCCCC1)NCCc1ccccc1	-4%	-3%	2%	i	-10%
CCC(C)[C@H]1CNC(=O)C(=O)N1CCCc1cc(OC)c(OC)c(OC)c1 (stereo partly specified)	-17%	-4%	-9%	1.0%	7%
CC(=O)n1nc(-c2ccco2)nc1SCc1ccccc1	52%	-8%	-8%	0.2%	6%
CCN(CC)S(=O)(=O)c1cccc(-c2nnc(SCC(=O)NCCC3=CCCCC3)n2N)c1	11%	8%	-5%	i	8%
Cc1cc(NC(=O)Cn2nnc(-c3ccccc3NC(=O)c3ccccc3F)n2)no1	6%	3%	-5%	i	1%
Cc1ccc(/C=N/NC(=O)C(NC(=O)c2ccccc2)c2n[nH]c(=O)c3ccccc23)cc1 (stereo unspecified)	41%	-4%	1%	12%	6%
CCOC(=O)Nc1sc(NS(=O)(=O)c2ccccc2)nc1C	8%	2%	-7%	2.1%	5%
Cc1ccc(-c2nc(NC(=O)c3nn(C)cc3[N+](=O)[O-])sc2C)cc1C	4%	2%	1%	0.4%	-4%
CCCCNc1nc2ccccc2n1CC(=O)N1CCc2ccccc2C1	20%	-3%	-15%	1.2%	-9%
O=C(NCc1ccco1)c1ccc2c(=O)n(CCC3=CCCCC3)c(=O)[nH]c2c1	10%	-10%	3%	6.4%	3%
O=C(NC1CCN(C(=O)Nc2ccc(F)cc2)CC1)c1ccccc1F	-4%	3%	0%	2.7%	3%
CC(=O)Nc1cccc(/C(C)=N/Nc2nc3ccccc3s2)c1	4%	-5%	8%	9.9%	2%
Cc1ccnc(NC(=O)CCC(=O)N(CC(=O)NCCc2ccccc2)Cc2ccco2)c1	/	/	/	7.1%	-6%
CC(C)(C)NC(=O)CN(C(=O)CS(=O)CC(=O)Nc1ccc(F)cc1)c1ccc(Cl)cc1 (stereo unspecified)	18%	-9%	-1%	3.4%	-7%
CCCCn1c(N)c(N(CC(C)C)C(=O)c2c(CC)noc2C)c(=O)[nH]c1=O	-6%	1%	1%	0.8%	-3%
Cc1ccc(N=C2NC(=O)/C(=C/c3cccn3C)S2)cc1C	2%	-6%	6%	8.5%	/
COc1cccc2sc(NNC(=O)c3nc4ccccc4s3)nc12	/	11%	7%	9.9%	4%
CC(=O)CSc1ncnc2c1cnn2-c1ccccc1	-5%	-1%	4%	0.8%	2%
CC1CN(c2ccc([N+](=O)[O-])cc2C#N)CC(C)O1 (stereo unspecified)	4%	2%	-4%	0.8%	-19%
CCOc1ccc(Cc2nnc(SCC(=O)Nc3ccccc3)n(N)c2=O)cc1	-9%	13%	-12%	6.4%	-4%
O=C(Nc1ccc(Br)cc1F)c1ccc2nsnc2c1	5%	-5%	7%	1.6%	11%
COCCn1c(C23CC4CC(CC(C4)C2)C3)n[nH]c1=S	4%	6%	2%	2.6%	2%
COc1ccc(CNC(=O)CCN2C(=O)[C@@H]3Cc4ccccc4CN3C2=O)cc1	32%	1%	-7%	0.3%	2%
O=C(NNc1ccccn1)C(=O)NNS(=O)(=O)c1ccc(F)cc1	-13%	-8%	7%	3.8%	9%
Cc1oc(/N=C/c2ccccc2)c(C#N)c1C	-24%	5%	-3%	0.8%	-6%
COc1cc(Cl)c(C)cc1NC(=O)c1ccccc1-n1cnnn1	8%	/	0%	2.1%	2%
COc1ccc(CCNC(=O)COc2coc(CN3c4ccccc4CC3C)cc2=O)cc1OC (stereo unspecified)	21%	0%	5%	1.0%	1%
CCCCNC(=O)CNC(=S)N(Cc1ccccc1F)C1CCCCC1	32%	13%	-1%	0.8%	3%
O=c1[nH]c(SCc2ccccc2F)nc2ccccc12	-8%	9%	0%	1.6%	-1%
CCN(CC(=O)Nc1ccc2c(c1)OCCO2)C(=O)c1ccc(C(F)(F)F)cc1	10%	-4%	-2%	1.4%	-7%
COc1ccc(-c2cnn3cc(-c4cccc(Cl)c4)cnc23)cc1	-6%	-14%	-1%	2.6%	-26%
O=C(/C=C/c1c(F)cccc1Cl)c1ccc(F)cc1	?	-2%	24µM*	?	1%
S=C(NCc1ccco1)Nc1ccc(Br)cc1Cl	76%	12%	1%	4.4%	/
O=C(NCCc1cccc(F)c1)/C(=C/c1cccnc1)NC(=O)c1ccccc1	13%	-1%	5%	1.9%	-4%
O=C(COC(=O)CSc1nnc(-c2ccc(Cl)cc2)o1)Nc1cc(Cl)ccc1Cl	?	-10%	6%	i	-4%
Cc1ccc(Cl)c(OCC(=O)OCC(=O)NC2CCCc3ccccc32)c1 (stereo unspecified)	43%	-12%	5%	i	8%
CCOc1ccc(N2C(=O)c3cccnc3C2Nc2ccc(C)c(C)c2)cc1 (stereo unspecified)	39%	-5%	11%	4.8%	-1%
Cc1cccc(-n2c(C)cc(C(=S)N3CCOCC3)c2C)c1C	6%	-4%	-10%	i	11%
CC1CCN(C(=O)/C(=C\c2ccccc2F)NC(=O)c2ccccc2)CC1	7%	7%	-1%	1.4%	-2%
CC(OC(=O)Cc1c(F)cccc1Cl)C(=O)NCCC1=CCCCC1 (stereo unspecified)	45%	-4%	-1%	2.7%	7%

Molecules from the list above containing a cyano group:
SMILES	M. tuberculosis	PhoP GFP inhibition	M. tuberculosis HTS	VEEV TC-83 Vero	H1N1 NS1A inhibition	others
N#CC(C#N)=C1C(=O)N(CCN2CCCCC2)c2ccccc21	24%	4%	-2%	5.3%	11%
CC1CN(c2ccc([N+](=O)[O-])cc2C#N)CC(C)O1 (stereo unspecified)	4%	2%	-4%	0.8%	-19%
Cc1oc(/N=C/c2ccccc2)c(C#N)c1C	-24%	5%	-3%	0.8%	-6%
